All columns: NCI-60 one-dose screen, growth in % after 48 h at 10 µM unless noted; 100 = growth as untreated, 0 = no growth, -100 = all killed.
SF-295 – SF-295 CNS cancer cells. hit rate 5.6% among 79,000
SF-268 – SF-268 CNS cancer cells; hit rate 3.1% among 82,000
HCC-2998 – HCC-2998 colon cancer. hit rate 4.7% among 79,000. AID 1794799
SF-539 – SF-539 CNS cancer; AID 1794752; hit rate 6.8% among 81,000
DU-145 – DU-145 prostate cancer; hit rate 4.2% among 81,000; AID 1794760
PC-3 – PC-3 prostate cancer cells | hit rate 3.9% among 80,000
U251 – U251 CNS tumor cells. hit rate 5.4% among 80,000
SNB-19 – SNB-19 CNS cancer cells. hit rate 2.5% among 81,000
SNB-75 – SNB-75 CNS cancer | hit rate 5% among 79,000
* marks the source's active call; other numbers are inactive results; . = no result given; & = joins results of further samples. Rule for the calls: active = growth percent below 10; inactive = the rest.

Every second line gives: SF-295	SF-268	HCC-2998	SF-539	DU-145	PC-3	U251	SNB-19	SNB-75
> CC(Nc1ccccc1)c1cccs1 (configuration not stated)
    111	102	97	104	110	83	98	92	70
> O=C(Nc1ccc(OCc2nnc(-c3ccc(Cl)cc3)o2)c(F)c1)Nc1ccc(Cl)c(Cl)c1
    63	53	85	45	34	44	47	72	6.8*
> C=C(CBr)[C@@H]1CC[C@]2(COC(C)=O)CC[C@]3(C)[C@H](CC[C@@H]4[C@@]5(C)CCCNC(C)(C)[C@@H]5CC[C@]43C)[C@@H]12
    60	50	51	50	66	13	37	64	80
> CCCCCCCCCCN=C(N)N=C(N)N
    43	33	49	59	79	22	35	39	3.7*
> Cc1ccc(NCc2cn(-c3ccc(C(=O)O)cc3)nc2-c2ccc(C(=O)O)cc2)nc1
    98	96	115	98	104	98	101	105	100
> CCCCCCCCn1cc(C2=C(c3coc4ccc(OC)cc34)C(=O)N(O)C2=O)c2ccccc21
    104	104	108	94	105	99	93	96	81
> O=C(O)c1ccccc1-n1c2ccccc2c2ccccc21
    97	104	100	99	111	105	103	101	77
> CC(C)N(CCCCO)C(C)C
    92	112	113	99	135	94	.	108	86
> COc1cc(-c2cnnn2-c2nonc2N)cc(OC)c1OC
    .	108	110	102	116	96	104	103	81
> COc1ccc2cc(C(C)c3n[nH]c(=S)n3C3CCCCC3)ccc2c1 (configuration not stated)
    106	98	.	96	104	75	99	103	102

Reprinted from the entries so far for reference:
Every second line gives: SF-295	SF-268	HCC-2998	SF-539	DU-145	PC-3	U251	SNB-19	SNB-75
> CC(Nc1ccccc1)c1cccs1 (configuration not stated)
    111	102	97	104	110	83	98	92	70
> O=C(Nc1ccc(OCc2nnc(-c3ccc(Cl)cc3)o2)c(F)c1)Nc1ccc(Cl)c(Cl)c1
    63	53	85	45	34	44	47	72	6.8*
> C=C(CBr)[C@@H]1CC[C@]2(COC(C)=O)CC[C@]3(C)[C@H](CC[C@@H]4[C@@]5(C)CCCNC(C)(C)[C@@H]5CC[C@]43C)[C@@H]12
    60	50	51	50	66	13	37	64	80

Full records as entered above. Screens in order: SF-295	SF-268	HCC-2998	SF-539	DU-145	PC-3	U251	SNB-19	SNB-75
Listed for `O=C(Nc1ccc(OCc2nnc(-c3ccc(Cl)cc3)o2)c(F)c1)Nc1ccc(Cl)c(Cl)c1` → 63	53	85	45	34	44	47	72	6.8*
Listed for `COc1ccc2cc(C(C)c3n[nH]c(=S)n3C3CCCCC3)ccc2c1` (configuration not stated) → 106	98	.	96	104	75	99	103	102
Listed for `C=C(CBr)[C@@H]1CC[C@]2(COC(C)=O)CC[C@]3(C)[C@H](CC[C@@H]4[C@@]5(C)CCCNC(C)(C)[C@@H]5CC[C@]43C)[C@@H]12` → 60	50	51	50	66	13	37	64	80
Listed for `Cc1ccc(NCc2cn(-c3ccc(C(=O)O)cc3)nc2-c2ccc(C(=O)O)cc2)nc1` → 98	96	115	98	104	98	101	105	100
Listed for `CC(C)N(CCCCO)C(C)C` → 92	112	113	99	135	94	.	108	86

The list goes on:
Every second line gives: SF-295	SF-268	HCC-2998	SF-539	DU-145	PC-3	U251	SNB-19	SNB-75
> COc1cc(NCc2cn(-c3ccc(C(=O)O)cc3)nc2-c2ccc(C(=O)O)cc2)cc(OC)c1OC
    102	96	104	90	94	97	92	97	78
> CCn1c(SCC(=O)N/N=C/c2ccccc2)nc2c1c(=O)n(C)c(=O)n2C
    102	98	102	97	107	93	103	100	83
> CN1C(=O)CNC(=O)[C@H](NC(=O)c2nc3ccccc3cc2O)CSSC[C@H]1C(=O)O
    109	103	102	110	114	84	91	102	92
> O=C1/C(=C/c2ccc(Cl)cc2)Sc2c(Br)cccc21
    98	90	98	93	107	83	98	106	80
> CCOc1ncc([N+](=O)[O-])c(OCC)n1
    116	118	99	102	123	88	109	104	97
> NS(=O)(=O)Oc1cccc(-c2nc3sccn3c2-c2ccccc2)c1
    29	70	87	32	90	72	36	51	-9.4*
> CCCN(CCC)CCc1cccc2c1CC(=O)N2
    108	104	97	100	111	93	94	123	103
> COc1ccc(NCC(=O)N2CCN(c3ncnc4c3cnn4-c3ccccc3)CC2)cc1
    69	78	107	77	87	70	92	81	66
> CC12C(=O)OC(=O)C1(O)C1c3ccccc3C2c2ccccc21 (configuration not stated)
    109	102	117	106	108	100	103	115	88
> O=C(CN1C(=O)c2ccccc2C(=O)N(Cc2ccc(Cl)cc2)C2CCCCC21)NC12CC3CC(CC(C3)C1)C2 (configuration not stated)
    63	84	95	105	94	46	79	75	73

Results in SF-539, SNB-19 and DU-145, for some of the entries so far:
mol,SF-539,SNB-19,DU-145
CCOc1ncc([N+](=O)[O-])c(OCC)n1,102,104,123
NS(=O)(=O)Oc1cccc(-c2nc3sccn3c2-c2ccccc2)c1,32,51,90
CCCN(CCC)CCc1cccc2c1CC(=O)N2,100,123,111
COc1ccc(NCC(=O)N2CCN(c3ncnc4c3cnn4-c3ccccc3)CC2)cc1,77,81,87
CC12C(=O)OC(=O)C1(O)C1c3ccccc3C2c2ccccc21 (configuration not stated),106,115,108
O=C(CN1C(=O)c2ccccc2C(=O)N(Cc2ccc(Cl)cc2)C2CCCCC21)NC12CC3CC(CC(C3)C1)C2 (configuration not stated),105,75,94

Next section:
Every second line gives: SF-295	SF-268	HCC-2998	SF-539	DU-145	PC-3	U251	SNB-19	SNB-75
> N=S(=O)(NC(=O)c1ccc(Cl)cc1Cl)c1ccc(Cl)cc1 (configuration not stated)
    104	109	110	94	104	97	91	105	99
> Cc1ccc(S(=O)(=O)c2nc(S(C)(=O)=O)sc2N2CCNCC2)cc1
    108	97	122	106	97	86	103	118	89
> O=C1OCN(c2ccc(Cl)cc2)c2ccccc21
    105	93	99	92	102	87	91	84	87
> N#C/C(=C\c1cccc(F)c1)c1nc(N)nc(Nc2ccc(S(N)(=O)=O)cc2)n1
    101	94	105	96	110	101	99	96	94
> COc1ccc(/C=C/c2nc3ccccc3nc2/C=C/c2ccc(OC)cc2)cc1
    102	99	104	90	105	80	95	108	88
> COc1cc(-c2nc3sc(C4CC4)nn3c2-c2cccc(F)c2)cc(OC)c1OC
    86	87	94	89	95	71	79	69	46
> CNC(=O)c1cc(N2CCc3c2ccc(NC(=O)Nc2ccc(N4CCOCC4)c(C(F)(F)F)c2)c3F)ccn1
    70	107	115	53	110	90	79	96	96
> COc1cc(CNC2CCCCC2)ccc1O
    102	99	89	105	103	112	102	.	91
> NS(=O)(=O)c1ccc(CCn2c(-c3c(F)c(F)c(F)c(F)c3F)nc(-c3ccccc3)c2-c2ccccc2)cc1
    98	101	108	100	110	110	109	102	114
> CCN1C(=O)N(CC)C2Nn3c(s/c(=C\c4ccccc4Br)c3=O)=NC21 (configuration not stated)
    25	50	24	-20*	14	32	5.0*	27	-1.3*
> COc1ccc(-c2csc(NC(=O)c3ccc(Cc4n[nH]c(=O)c5cccnc45)cc3)n2)cc1
    87	97	90	87	108	78	99	90	83
> CC(=O)NS(=O)(=O)c1ccc(Nc2ccnc(SCC(=O)c3ccc(Cl)cc3)n2)cc1
    106	101	108	99	106	94	99	103	91
> Cc1c(C(=O)Nc2cccc(S(=O)(=O)N3CCCC3)c2)nnn1-c1ccccc1
    61	69	97	89	84	65	73	58	76
> [2H]C([2H])([2H])Oc1ccc(/C=C/C(=O)/C=C(/C=C/c2ccc(OC([2H])([2H])[2H])c(OC([2H])([2H])[2H])c2)OB(F)F)cc1OC([2H])([2H])[2H]
    107	85	94	104	94	82	83	91	80
> CCOP(=O)(Cc1c(Cl)c(Cl)c(CP(=O)(OCC)OCC)c(Cl)c1Cl)OCC
    124	108	103	111	134	81	105	102	117
> COc1cc(/C=C\c2cc(OC)c(OC)c(OC)c2)cc(N)c1OC
    74	93	73	84	110	82	91	89	79
> CCCCCCCC/C=N/Nc1ccc([N+](=O)[O-])cn1
    107	99	108	101	108	87	99	97	105
> CCNc1ncnc2c1cnn2C1CCCO1 (configuration not stated)
    101	97	109	105	120	.	107	105	89
> C=C(C)[C@@H]1C[C@@H]2Cc3ccc(Cl)c(C)c3N1O2
    95	97	90	91	97	88	93	103	93
> COc1ccc(/C=N/NC(=O)C2CCCCC2)c(OC)c1OC
    105	104	107	101	113	102	100	99	97
> CCCCCc1cc(O)cc2c1Oc1cc(O)cc(C(=O)CCCC)c1C(=O)O2
    69	93	96	90	97	59	68	107	89
> CCOC(=O)c1cc2c(n1C)-c1nc(N)sc1CCC2
    90	67	103	78	110	67	77	90	94
> NCCCNc1nc2ccc(F)cc2c2c(=O)c3cc(F)ccc3sc12
    95	69	44	75	80	75	79	82	56
> O=C(O)c1ccc(NC(=S)NC(=O)c2ccc(Cl)c(Cl)c2)cc1
    85	93	99	87	109	86	90	96	77
> CC(=O)OCC1O[C@@H](O[C@@H]2O[C@H](CO[Si](C)(C)C(C)(C)C)[C@H]3CCCC[C@@H]23)[C@@H](OC(C)=O)C(OC(C)=O)[C@@H]1OC(C)=O (some centres not stated)
    96	88	106	102	104	79	87	94	87
> Cc1ccc2nc(-c3ccc(N)c(S(=O)(=O)O)c3)sc2c1
    106	92	92	87	103	102	106	97	96
> O=C(O)COc1ccc(F)c(Cl)c1
    103	109	99	97	108	88	108	110	86
> O=Cc1cc2ccccc2nc1Oc1ccc(Cl)cc1
    91	87	110	97	103	80	92	90	89
> O=C1NC(=O)N2CCSC2(Cc2ccccc2)N1 (configuration not stated)
    97	.	98	101	.	89	102	96	85
> COc1ccc(Cc2n[nH]c(=S)n2-c2cc(C)ccc2C)cc1OC
    103&99	97&120	113&106	97&98	109&126	101&92	106	109&101	89

Sorted by SMILES length (highest first): some entries from above.
Every second line gives: SF-295	SF-268	HCC-2998	SF-539	DU-145	PC-3	U251	SNB-19	SNB-75
> CCCCCc1cc(O)cc2c1Oc1cc(O)cc(C(=O)CCCC)c1C(=O)O2
    69	93	96	90	97	59	68	107	89
> Cc1ccc2nc(-c3ccc(N)c(S(=O)(=O)O)c3)sc2c1
    106	92	92	87	103	102	106	97	96
> O=Cc1cc2ccccc2nc1Oc1ccc(Cl)cc1
    91	87	110	97	103	80	92	90	89

Screening data deposited in PubChem BioAssay by NCI.
